TLR9-MyD88 block: TLR9-MyD88 interaction inhibition. hit rate 0.21% among 340,000. inhibition, % at 4.98 µM. Q9NR96+Q99836. CHO BLA complementation TLR9-MyD88, CCF4 FRET ratio;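 active = inhibition above the mean over all tested compounds plus 3 SD, cut at about 21% in these data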;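 note: 0% = DMSO only wells and 100% = clavulanate BLA inhibitor control wells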
TRAIL sens C8: sensitizes caspase-8 expressing cells to TRAIL | hit rate 1% among 360,000 | inhibition (viability loss, TRAIL sensitization), % at 10 µM | AID 624354 | NB7+C8 cells + TRAIL, ATPlite viability luminescence;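 active = compounds causing at least 50% loss of cell viability in the single-dose screen, relative to plate controls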
SRC1 inh: inhibitors of human steroid receptor coactivator 1 (SRC1). Q15788. HEK293 GAL4-SRC1 luciferase reporter, luminescence. inhibition, % at 3.6 µM. hit rate 0.12% among 360,000;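 active = inhibition above the campaign mean plus 3 SD, with each screening campaign given its own cutoff, cut at about 60% in these data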;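 note: 0% = DMSO treated cells and 100% = gossypol at 36 µM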
SRC3 inh: human NCOA3 inhibition; Q9Y6Q9; HEK293 GAL4-SRC3 luciferase reporter, luminescence; inhibition, % at 3.6 µM; hit rate 0.17% among 360,000; AID 588352;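 active = inhibition above a per-campaign cutoff, the mean of all compounds plus 3 SD, cut at about 60% in these data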;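 note: 0% = DMSO-treated cells and 100% = gossypol-treated cells at 36 µM; higher means less SRC3-driven luciferase light from the GAL4 reporter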
NCOA2 inhibitor: inhibits human steroid receptor coactivator 2. HEK293 GAL4-SRC2 luciferase reporter, luminescence. inhibition, % at 9 µM. hit rate 0.17% among 370,000. AID 651957;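 active = inhibition above the mean inhibition of all tested compounds plus 3 SD, set per campaign, cut at about 52% in these data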;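 note: 0% = DMSO treated cells and 100% = cells given Gossypol at 36 µM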
TROY signal inh: inhibitors of TROY-dependent NF-kB signaling; Q293 LMP1-TROYcd NF-kB luciferase reporter, 4 h; hit rate 0.98% among 360,000; inhibition, % at 10 µM;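 active = compounds whose plate-normalised and pattern-corrected inhibition of the luciferase reporter signal at the single screening dose is 50% or more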
TWEAK Fn14 block: inhibitors of TWEAK-Fn14 interaction signaling. TWEAK-stimulated Fn14 reporter cells, luciferase luminescence, 8 h. inhibition, % at 10 µM. hit rate 2% among 360,000; in the data active = inhibition above about 50%
NR5A2 inv ag: NR5A2 inverse agonism in reporter assay. inhibition, % at 3.6 µM. O00482. HEK293T StAR-luciferase reporter, LRH-1 transfected, 24 h. AID 602396. hit rate 0.13% among 360,000;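 active = inhibition above the mean inhibition of all tested compounds plus 3 SD, cut at about 73% in these data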;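 note: 0% = DMSO wells and 100% = reporter-only cells lacking LRH-1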
Target sequence (O00482 whole entry, looked up): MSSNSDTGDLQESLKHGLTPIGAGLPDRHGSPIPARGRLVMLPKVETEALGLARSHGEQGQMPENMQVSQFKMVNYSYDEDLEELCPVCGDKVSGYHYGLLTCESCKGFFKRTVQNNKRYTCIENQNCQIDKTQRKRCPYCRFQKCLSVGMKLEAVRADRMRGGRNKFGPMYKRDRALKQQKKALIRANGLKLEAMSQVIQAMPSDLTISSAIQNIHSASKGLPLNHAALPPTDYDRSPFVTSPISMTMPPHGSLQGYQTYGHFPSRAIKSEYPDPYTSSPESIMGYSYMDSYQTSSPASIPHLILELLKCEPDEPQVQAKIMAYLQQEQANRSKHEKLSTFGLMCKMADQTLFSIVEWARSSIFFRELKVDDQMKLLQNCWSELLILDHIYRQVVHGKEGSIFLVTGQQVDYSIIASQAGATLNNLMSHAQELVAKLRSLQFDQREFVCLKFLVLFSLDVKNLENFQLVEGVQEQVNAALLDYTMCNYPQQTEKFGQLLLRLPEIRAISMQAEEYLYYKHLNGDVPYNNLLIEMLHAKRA
LMP1 NFkB inh: inhibitors of Epstein-Barr LMP1-induced NF-kappaB reporter. LMP1-induced NF-kappaB luciferase reporter cells, luminescence. inhibition, % at 12.5 µM. hit rate 0.69% among 350,000. AID 504558; in the data active = inhibition above about 41%;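 note: 0% = neutral control wells and 100% = reference inhibitor control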
NOD2 RIPK2 PPI: blocks binding of human NOD2 to RIPK2; AID 624267; CHO BLA complementation NOD2-RIPK2, CCF4 ratio; hit rate 0.38% among 360,000; inhibition, % at 4.98 µM; in the data active = inhibition above about 21%;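 note: 0% = vehicle only and 100% = reference blocker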
COUP-TFII inh: inhibitors of human COUP-TFII (NR2F2); P24468; HEK293T NGFI-A luciferase reporter, luminescence; inhibition, % at 8.6 µM; hit rate 0.7% among 370,000;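 active = inhibition above a per-plate cutoff, mean inhibition of test wells between control levels plus 3 SD, cut at about 38% in these data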;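 note: cells cotransfected with COUP-TFII expression vector driving the NGFI-A reporter; 0% = median of COUP-TF2 test wells and 100% = reporter-only cells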
Target sequence (P24468 whole entry, looked up): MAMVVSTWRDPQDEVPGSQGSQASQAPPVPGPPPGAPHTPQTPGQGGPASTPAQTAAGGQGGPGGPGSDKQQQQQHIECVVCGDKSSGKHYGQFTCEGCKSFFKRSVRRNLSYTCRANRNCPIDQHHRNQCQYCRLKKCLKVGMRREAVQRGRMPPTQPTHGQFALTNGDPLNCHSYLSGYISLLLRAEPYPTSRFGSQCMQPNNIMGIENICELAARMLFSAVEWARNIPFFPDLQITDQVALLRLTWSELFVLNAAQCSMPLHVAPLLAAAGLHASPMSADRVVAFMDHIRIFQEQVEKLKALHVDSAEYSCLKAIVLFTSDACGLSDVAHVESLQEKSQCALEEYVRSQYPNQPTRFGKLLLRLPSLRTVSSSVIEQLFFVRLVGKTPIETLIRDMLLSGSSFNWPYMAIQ
* marks the source's active call; other numbers are inactive results; · = no result given.

SMILES | TLR9-MyD88 block | TRAIL sens C8 | SRC1 inh | SRC3 inh | NCOA2 inhibitor | TROY signal inh | TWEAK Fn14 block | NR5A2 inv ag | LMP1 NFkB inh | NOD2 RIPK2 PPI | COUP-TFII inh
O=C(CCCC(=O)OCC(F)(F)C(F)F)Nc1ccc(NC(=O)CCCC(=O)OCC(F)(F)C(F)F)cc1 | -7.4 | 3.1 | -2.9 | 5.3 | 7.6 | 12.1 | 3.4 | -9.3 | -0.4 | 1.5 | -3.5
O=C1c2ccccc2C(=O)N1CSc1nnc(Nc2ccccc2F)s1 | -4.5 | 6.9 | -13.9 | -21.5 | -47.7 | -46.8 | -40.7 | -41.3 | -20.1 | -12.9 | -27.7
COc1ccc2cc(/C(C)=N/NC(=O)c3cc(C)oc3C)ccc2c1 | 0.6 | 14.2 | -48.2 | -55.4 | -29.3 | -40.3 | -32.9 | -17.9 | -3.5 | 0.9 | -6.8
Cc1ccccc1-n1c(-c2csc(C)c2C)n[nH]c1=S | -5.4 | -3.7 | -4.5 | 3.6 | -28.5 | 20.6 | 22.4 | -0.8 | -4.9 | -4.2 | 3.7
COc1cc2c(cc1OC)C(Cc1ccc(O)cc1)NCC2 (centres undefined) | 10.2 | 15.1 | -19.0 | 14.3 | -50.9 | 18.9 | -13.2 | 15.7 | 7.0 | -2.3 | -4.8
CN(C)S(=O)(=O)N1CCc2ccc(NC(=O)c3ccccc3Cl)cc2C1 | 3.0 | 6.3 | -6.6 | -12.7 | -30.0 | -4.3 | -12.6 | -2.2 | -9.0 | -16.6 | 0.2
CC12CC3(C)CC(C)(C1)CC(C(N)=O)(C2)C3 | 10.6 | 2.7 | 3.9 | 9.2 | -8.5 | -0.5 | 5.3 | 15.5 | 1.2 | -3.9 | -0.4
Cc1cc(NC(=O)CSc2ccc3c(c2)OCCO3)no1 | -4.8 | -10.8 | -40.7 | 13.3 | -30.8 | -37.4 | 11.7 | 2.6 | -5.5 | -3.2 | 9.6
CCCNC(=O)C1(C)CCN(CCS(=O)(=O)c2ccc(C)cc2)C1 (centres undefined) | · | 2.3 | -7.1 | -1.5 | -2.9 | -4.7 | 14.6 | 15.4 | · | -5.7 | -2.5
Cc1cccc(NC(=O)/C(=C\c2cccs2)NC(=O)c2ccccc2)c1 | -5.8 | -7.6 | -14.9 | -0.8 | · | -1.6 | 14.7 | 0.7 | 0.2 | -6.0 | ·
COc1ccc(CCNC(=O)c2cc(S(=O)(=O)N(C)C)ccc2N2CCCC2)cc1 | -6.0 | -15.3 | 9.2 | 6.8 | -15.9 | -11.9 | 44.0 | 4.8 | -9.4 | 4.7 | -14.2
COc1ccc(C(=O)NNC(=O)CSc2nnc(C(C)C)n2C)cc1 | -22.6 | -5.4 | 16.5 | 10.3 | 9.1 | 4.0 | -6.9 | -3.0 | 5.7 | -16.5 | -20.3
Cc1cccc(OCCC(=O)OC(C)C(=O)Nc2ccc(Cl)cn2)c1 (centres undefined) | 6.4 | -12.3 | -42.4 | -13.7 | 1.6 | -10.4 | -1.4 | 1.9 | -2.0 | 3.6 | -5.4
CCC(C)(C)NC(=S)Nc1ccc(-c2nc3ccc(C)cc3s2)cc1 | -0.5 | 43.7 | -137.3 | -81.2 | -17.5 | 11.0 | 28.8 | -200.2 | -10.5 | -3.6 | -46.2
COc1ccc(NC(=O)CC2C(=O)N(Cc3ccco3)C(=S)N2C(C)C)cc1 (centres undefined) | -14.6 | 3.8 | -5.2 | 20.5 | 16.6 | 10.1 | -18.2 | -11.9 | 2.3 | 4.5 | -2.6
O=C(Cc1c(F)cccc1Cl)OCC(=O)N1CCN(c2ccccc2)CC1 | -14.4 | -11.0 | -26.1 | -1.5 | -3.0 | -44.3 | -23.4 | -13.3 | 1.7 | -5.3 | -4.6
CCN(CC(=O)NCc1ccc(F)cc1)C(=O)C1CCN(C(=O)Nc2ccccc2)CC1 | -1.6 | -8.3 | -12.8 | -8.1 | 7.2 | -37.1 | -11.7 | -34.4 | 0.8 | -4.7 | 5.2
COc1ccccc1CCn1c(N)c(C#N)c2nc3ccccc3nc21 | -13.7 | -14.2 | 5.9 | 13.3 | -0.2 | 9.9 | -2.1 | 8.8 | -5.2 | -7.4 | 1.5
O=C(CN1CCC(C(=O)c2ccc(F)cc2)CC1)Nc1ccccc1 | 2.8 | -5.2 | 2.3 | 12.8 | 5.0 | 16.2 | -2.3 | -13.1 | 13.2 | 3.4 | 10.5
O=S(=O)(NC1=NCCCCC1)c1ccc(Cl)cc1 | -3.6 | 4.6 | 8.4 | 14.1 | -23.8 | -8.9 | 12.5 | 20.4 | 3.0 | -2.3 | 7.8
CC(C)N(Cc1nc(-c2ccccc2)no1)C(=O)C(C)(C)C | -0.2 | -4.0 | -6.5 | -1.5 | 5.0 | -5.9 | 8.1 | -4.5 | -1.1 | -6.9 | -1.4
NC(=O)NC(=O)COC(=O)c1ccc2noc(-c3ccccc3)c2c1 | 2.9 | -15.7 | -39.7 | -65.5 | -23.5 | -23.5 | -2.4 | -79.8 | -11.7 | -11.6 | -44.6
CCCCN(C(=O)C1COc2ccccc2O1)c1c(N)n(CCC)c(=O)[nH]c1=O (centres undefined) | -2.0 | -13.1 | -12.6 | -6.3 | -28.4 | -2.6 | -1.2 | -14.2 | 3.7 | 2.3 | 13.7
CCCOC(=O)c1cccc(NC(=O)c2cccnc2)c1 | -16.1 | 6.5 | -12.8 | -9.1 | -22.2 | 0.8 | 1.2 | -12.9 | -0.1 | -7.6 | -1.2
CNC(=O)OCN1C(=O)C2CC=CCC2C1=O (centres undefined) | -7.3 | 6.2 | -14.6 | 2.8 | -1.8 | -2.8 | 7.7 | -6.2 | -11.0 | -3.9 | -11.4

Next records:
SMILES | TLR9-MyD88 block | TRAIL sens C8 | SRC1 inh | SRC3 inh | NCOA2 inhibitor | TROY signal inh | TWEAK Fn14 block | NR5A2 inv ag | LMP1 NFkB inh | NOD2 RIPK2 PPI | COUP-TFII inh
Cc1cc(-c2cc(N)n(-c3ccccc3)n2)c(C)n1C1CCCC1 | -7.5 | 5.3 | -11.8 | -21.7 | -11.1 | 0.6 | -25.0 | -15.6 | -17.7 | 8.4 | -18.4
COCc1cc(Sc2cccc(Cl)c2Cl)nc(-c2ccccc2)n1 | -7.5 | 7.6 | -0.2 | 20.6 | 15.9 | -13.4 | -2.0 | -15.8 | 0.5 | -1.2 | 6.6
C=CCOc1c(/C=N\NC(N)=O)cccc1OC | 2.2 | 1.2 | 0.0 | 26.9 | 5.6 | 1.1 | -3.8 | 10.0 | -1.8 | 2.6 | 7.7
Cc1noc(C)c1C(=O)N(CC(C)C)c1nc2ccccc2s1 | 4.7 | 1.4 | -11.1 | 10.6 | 5.3 | -0.7 | -4.5 | 1.4 | -2.9 | -3.0 | -1.7
CCN1C(=O)[C@H]2[C@H]3CN=C(SCC4CC4)N3[C@@](Cc3ccccc3)(C(=O)OC)[C@H]2C1=O | 4.3 | -11.8 | 10.0 | 12.3 | 2.8 | -5.9 | -3.7 | 6.3 | -5.9 | -4.0 | -14.5
CN1CSC2=C(C#N)C(c3cccc(OCc4ccccc4)c3)CC(=O)N2C1 (centres undefined) | -5.9 | -13.8 | 0.9 | 0.9 | 14.9 | 14.8 | 9.2 | -16.7 | 3.9 | 2.7 | -9.6
COc1ccc(Cc2nnc(SCC(=O)Nc3c(C)cccc3C)[nH]c2=O)cc1 | -3.2 | 13.5 | -14.8 | 13.9 | 3.3 | -0.5 | -6.7 | -0.4 | 0.5 | -0.4 | -10.8
CC(C)(C)c1ccc(S(=O)(=O)n2c(CN3CCOCC3)nc3ccccc32)cc1 | -0.2 | -7.7 | 5.1 | 5.2 | -18.4 | 10.3 | 7.8 | 13.6 | -1.3 | 5.7 | -19.0
CSc1ccc(CNC(=O)C2Cc3cc(S(=O)(=O)N4CCCCC4)ccc3N2C(C)=O)cc1 (centres undefined) | 0.4 | -0.5 | -5.1 | 17.7 | -19.4 | -3.7 | -2.3 | 4.3 | -6.7 | -8.3 | 0.7
O=S1(=O)CCN(C2CCCCCCC2)CC1 | 2.9 | -13.1 | 8.4 | 4.9 | -34.8 | -7.7 | 9.2 | 8.7 | 7.3 | -6.6 | -1.4
COc1ccccc1OCC(=O)NNC(=O)C(=O)N1CCCC1 | -8.2 | -16.2 | 8.5 | 16.1 | -3.9 | 2.9 | 1.4 | -15.6 | 2.5 | -5.9 | -6.3
CN1OC[C@@H]2CN(C(=O)c3cccc4ccccc34)[C@H](c3ccc(N4CCCCC4)cc3)C[C@@H]21 | · | -14.9 | 7.1 | 11.9 | 14.4 | 11.7 | 9.2 | 6.1 | · | 7.9 | 2.6
Clc1cccc(Cl)c1CNCCCSc1ncccn1 | 3.3 | 2.0 | -4.4 | 1.9 | -2.2 | 1.0 | -2.4 | -4.7 | 2.1 | 0.3 | -4.6
CCCNC(=S)Nc1cc2oc3ccccc3c2cc1OC | -0.3 | 2.9 | -3.2 | -2.9 | 5.1 | -9.2 | -13.3 | -48.1 | -4.5 | 0.7 | -16.7
Cc1nnc(SCC(=O)Nc2sc3c(c2C(N)=O)CCCC3)[nH]c1=O | 4.7 | 2.5 | -5.3 | 7.6 | 15.8 | 9.6 | 5.7 | 45.7 | -16.7 | 3.6 | 13.4
COc1ccccc1C(C(=O)NCc1ccccc1)N(C(=O)c1csnn1)C1CC1 (centres undefined) | 0.3 | 1.2 | -73.2 | 8.0 | -3.2 | -16.6 | 28.8 | 0.8 | 2.9 | 7.4 | -5.3
CC(=O)n1cc([C@@H]2C=C(C(=O)NCc3ccccc3)O[C@H](OCc3ccc(CO)cc3)C2)c2ccccc21 | -1.6 | 18.2 | 0.3 | 16.3 | -6.1 | -0.2 | -1.0 | -6.0 | -12.0 | 1.8 | -3.4
O=C(CSCc1ccc(F)cc1)Nc1ccccc1C(=O)N1CCOCC1 | -8.8 | 2.7 | 8.4 | 20.2 | 16.2 | -10.1 | -2.9 | 2.3 | 0.0 | 1.2 | -9.1
O=C(CCC1CCCN(Cc2ccncc2)C1)NCc1ccc(F)c(F)c1 (centres undefined) | -0.1 | 0.9 | 1.4 | 17.5 | -31.1 | 8.7 | -10.6 | 15.3 | 9.1 | 1.3 | 5.3
COc1ccc(N2CCN(CCNC(=O)c3ccc(NC(=O)C4CCCO4)cc3)CC2)cc1 (centres undefined) | 4.7 | -12.5 | 7.2 | -31.7 | 14.8 | -5.6 | 8.2 | -0.7 | 2.6 | -3.1 | -3.8
CCN(C(=O)COC(=O)/C=C/c1c(C)nn(-c2ccccc2)c1C)c1c(N)n(Cc2ccccc2)c(=O)[nH]c1=O | -0.5 | -5.3 | 2.6 | -13.7 | -5.8 | 8.7 | 8.4 | 1.0 | 3.4 | -11.2 | 15.9
CC1Cc2ccccc2N1C(=O)COC(=O)c1ccc(S(=O)(=O)N(C)C)cc1 (centres undefined) | -3.2 | 3.6 | 1.4 | 7.0 | -12.2 | 13.2 | 5.2 | -4.6 | -1.8 | 4.7 | 8.8

Only part of the results is shown; count on the stated rates, not on these rows.
